From PubChem
PglD DTNB – blocks C. jejuni PglD acetyltransferase activity | purified PglD enzyme, DTNB colorimetric CoA detection | 360,000 compounds, 0.098% hits | inhibition, % at 12.5 µM | AID 602405; in the data active = inhibition above about 16%, passing the limit was not always enough; also: strong numbers were not always called active
LGR2 inh – blocks bursicon-induced cAMP signaling via Drosophila LGR2; 380,000 compounds, 0.35% hits; HEK293 LGR2, CRE-luciferase, bursicon-stimulated, 4 h; AID 720647; inhibition, % at 9.99 µM;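 active = drop in luminescence signal, shown as inhibition above about 50% in the replicate tests, limit read from the data, passing the limit was not always enough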;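 also: agonist challenge used bursicon conditioned medium at about half maximal strength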
EWS-Fli block – blocks EWS/Fli oncoprotein-driven transcription; 350,000 compounds, 0.67% hits; A673 NR0B1-luciferase reporter, viability-normalised; inhibition, % at 12.6 µM;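 active = mean inhibition of at least 50% after viability correction, with every replicate also passing that limit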;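 also: firefly luciferase signal divided by Alamar Blue viability fluorescence both relative to DMSO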
FN deposit inh – fibronectin deposition inhibition. AH1F fibroblasts, Alexa488-fibronectin deposition fluorescence, overnight. inhibition, % at 12.6 µM. 350,000 compounds, 0.086% hits. AID 743247;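 active = mean inhibition across replicates of 30% or more, regardless of how many single replicates reach that level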;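 also: positive control wells lacked labelled fibronectin entirely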
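Material: AH1F fibroblast monolayer depositing Alexa488-labelled fibronectin into matrix | Input: 10000 AH1F cells/well | Medium: DMEM plus 2% serum, read in PBS | Reagent: Alexa488-fibronectin, 24 nM final in well | Compound dosing: One dose per compound, pinned | Schedule: 1 h adhesion, overnight exposure | Measured by: Fluorescence at 485 nm excitation, 525 nm emission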
S100A4 inh HTS – blocks human S100A4 binding to myosin IIA peptide. inhibition, % at 10.7 µM. 360,000 compounds, 0.14% hits. S100A4/TAMRA-MyoIIA peptide fluorescence polarization. P26447;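 active = mean inhibition of at least 70% across replicates, with every replicate also reaching that level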
Target sequence (P26447 whole entry, looked up): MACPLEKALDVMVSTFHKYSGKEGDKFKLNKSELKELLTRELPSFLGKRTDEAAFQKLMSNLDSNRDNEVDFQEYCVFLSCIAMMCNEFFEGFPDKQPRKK
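Test system: S100A4 monomer protein. Medium: HEPES buffer with Ca2+, pH 7.2. Reagent: fluorescent myosin IIA peptide, 5 nM. Compound dosing: single-point compound testing. Timing: 5 min between mix addition and reading. Benchmarks: DMSO neutral and TFP positive wells.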
PGC1a acetyl inh – modulators of PGC1a acetylation; 350,000 compounds, 0.17% hits; U2OS PGC1a acetylation, AlphaScreen anti-acetyl-lysine; with virally co-expressed GCN5 acetyltransferase; inhibition, % at 15.6 µM;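 active = every replicate shows inhibition of at least 40%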;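 also: 0% = neutral control wells and 100% = positive control wells; some results beyond the cut were filed as inactive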
PAX8 inh HTS – PAX8 transcriptional activity inhibition; 360,000 compounds, 1.2% hits; inhibition, % at 12.6 µM; RMG-I TPO-luciferase reporter, SteadyGlo, 24 h;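 active = mean replicate inhibition at least 60% with every replicate also reaching 60%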;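 also: luciferase light reporting Pax8 driven TPO promoter activity; plate controls were median of neutral control wells for no effect and mitoxantrone controls for full effect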
ERAP1 HTS inh – blocks human ERAP1 aminopeptidase activity; Q9NZ08; recombinant ERAP1, Leu-AMC fluorescence, 60 min; inhibition, % at 10.7 µM; 340,000 compounds, 0.15% hits; AID 652197;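 active = mean replicate inhibition of at least 30%, or all replicates individually reaching that 30% level; inactive = mean below 30% and not every replicate reaching it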;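 also: 0% = neutral control wells and 100% = L-leucinethiol positive control wells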
Target sequence (Q9NZ08 whole entry, looked up): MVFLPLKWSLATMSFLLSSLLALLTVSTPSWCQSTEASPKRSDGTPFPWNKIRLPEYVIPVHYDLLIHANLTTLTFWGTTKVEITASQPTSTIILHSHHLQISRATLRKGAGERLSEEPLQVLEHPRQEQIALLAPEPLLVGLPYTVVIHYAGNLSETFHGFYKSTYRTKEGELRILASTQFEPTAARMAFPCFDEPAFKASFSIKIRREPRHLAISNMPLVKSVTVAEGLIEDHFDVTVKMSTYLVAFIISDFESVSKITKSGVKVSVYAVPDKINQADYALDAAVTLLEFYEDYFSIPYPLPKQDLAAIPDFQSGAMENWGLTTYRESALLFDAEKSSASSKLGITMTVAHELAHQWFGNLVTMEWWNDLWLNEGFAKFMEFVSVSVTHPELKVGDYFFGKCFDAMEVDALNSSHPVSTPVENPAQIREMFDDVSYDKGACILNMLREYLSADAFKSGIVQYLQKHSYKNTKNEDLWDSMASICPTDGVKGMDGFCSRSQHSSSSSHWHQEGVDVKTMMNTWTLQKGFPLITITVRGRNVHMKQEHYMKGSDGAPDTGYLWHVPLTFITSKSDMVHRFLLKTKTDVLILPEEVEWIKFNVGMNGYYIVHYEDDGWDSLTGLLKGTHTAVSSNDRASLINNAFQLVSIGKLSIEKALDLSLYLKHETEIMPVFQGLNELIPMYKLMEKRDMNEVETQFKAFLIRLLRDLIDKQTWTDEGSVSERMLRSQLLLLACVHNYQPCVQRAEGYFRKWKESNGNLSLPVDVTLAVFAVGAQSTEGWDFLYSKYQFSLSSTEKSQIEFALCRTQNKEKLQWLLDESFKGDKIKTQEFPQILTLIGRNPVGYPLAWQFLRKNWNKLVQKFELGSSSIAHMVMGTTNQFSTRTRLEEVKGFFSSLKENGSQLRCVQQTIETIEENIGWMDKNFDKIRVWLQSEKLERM
Starred values were filed as active, the others as inactive; / = not tested or not shown; & = joins results of further samples.

Each structure is followed by: ERAP1 HTS inh	EWS-Fli block	LGR2 inh	PglD DTNB	S100A4 inh HTS	PAX8 inh HTS	PGC1a acetyl inh	FN deposit inh
- CC12CCC3c4ccccc4CCC3(CO1)C2 (stereo not given)
    0	2	-11	-1	4	-19	0	-2
- COc1ccc(N(CC(=O)NCc2cccs2)S(=O)(=O)c2c(C)nn(C)c2C)cc1
    -2	-5	6	-1	4	-10	/	-1
- CC(=O)CSc1nnc(Cc2ccc3c(c2)OCO3)o1
    /	/	/	1	/	-39	-8	5
- O=C(C1CCOCC1)N1C[C@@H]2[C@H](c3ccccc31)[C@H](CO)N2C(=O)Cc1ccccn1
    -1	-8	-2	1	9	0	4	-22
- CCNC(=O)[C@@H]1[C@@H](CO)[C@@H]2Cn3c(ccc(-c4ccc(F)cc4)c3=O)[C@@H]2N1C
    0	-5	-11	/	-2	/	3	/
- COc1ccccc1-n1c(CNC(=O)c2ccco2)n[nH]c1=S
    7	1	0	-3	-11	12	-3	-1
- COc1ccc(C)cc1NC(=O)CSc1ccc(-c2sc(C)nc2C)nn1
    -2	/	-22	-2	1	20	/	7
- CCCCNC(=O)CC1N=C2c3ccccc3N=C(SCC(=O)Nc3cccc(C)c3)N2C1=O (stereo not given)
    /	/	/	-3	/	21	14	0
- COc1ccc(S(=O)(=O)Nc2ccc3c(c2)C(=O)N([C@@H](C)CO)C[C@H](C)[C@H](CN(C)C(=O)c2ccncc2)OCCCC[C@@H](C)O3)cc1
    1	-10	5	-2	-6	10	-5	/
- COc1ccc(C=NCC2OCCc3ccccc32)cc1OC (stereo not given)
    4	2	-9	/	-3	-6	12	7
- COc1ccc(C)cc1N(CC(=O)N1CCc2ccccc2C1)S(C)(=O)=O
    1	3	6	/	-3	-6	/	/
- C[C@H](CO)N1C[C@H](C)[C@H](CN(C)CC2CCOCC2)Oc2cc(C#CC3CC3)ccc2S1(=O)=O
    1	-7	4	-1	-10	/	-2	-6
- Cc1noc(C)c1NC(=O)N(C)C[C@@H]1Oc2ccc(NC(=O)Cn3cnnn3)cc2C(=O)N([C@H](C)CO)C[C@H]1C
    2	0	8	-2	-37	/	0	/
- CCOC1=C2CN(S(=O)(=O)c3ccc(C)cc3)C(c3ccc(CC)cc3)CC2n2c(=O)n(-c3ccccc3)c(=O)n2C1 (stereo not given)
    /	-3	24	/	-2	4	/	-8
- O=C(C1CCCN(S(=O)(=O)c2ccc(Cl)cc2)C1)N1CCCC1 (stereo not given)
    -3	7	11	4	0	0	/	8
- Cn1nc(C(=O)N2CCN(S(=O)(=O)c3ccccc3)CC2)c2ccccc2c1=O
    /	/	/	-5	/	-1	38	-2
- CO[C@H]1CN(C)C(=O)c2cc(NC(=O)C3CCCCC3)ccc2OC[C@H](C)N(C)C[C@H]1C
    0	-10	-8	2	-5	2	/	/
- CC(=O)N1N=C(c2ccccc2)CC1c1cn(C)c2ccccc12 (stereo not given)
    /	/	-89	3	/	0	-27	-4
- CN(C)C(=O)C(NC(=O)c1ccccc1)=C(Cl)Cl
    -1	-7	-3	5	0	8	3	9
- CCN(C(=O)CSc1nc2ccc([N+](=O)[O-])cc2s1)C1CCS(=O)(=O)C1 (stereo not given)
    2	5	13	-9	-1	20	-5	-3
- Cc1ccc2occ(/C=N/NC(=O)c3ccccc3C)c(=O)c2c1
    3	27	22	-5	-1	-18	/	11
- CC(C)(C)c1csc(NC(=O)CS(=O)(=O)c2ccccc2)n1
    2	/	-28	-1	-7	-13	-1	-6
- c1ccc(Cn2cc(-c3cccnc3)cn2)cc1
    -1	-30	-1	-1	7	-38	/	3
- COc1ccc([C@H]2CC(=O)C=C(c3ccc(SC)cc3)C2)cc1
    -1	-52	-3	-3	-18	-28	-11	-11
- N#Cc1ccc(-c2ccc3c(c2)[C@H]2[C@H](CCN2C(=O)C2CCC2)[C@H](CO)N3)cc1
    0	-18	-5	/	-3	12	3	11
- COc1cc(C)ccc1N(CCCN1C(=O)c2cccc3cccc(c23)C1=O)C(=O)c1cccs1
    /	/	6	-2	/	26	-11	-3
- CCCCCC(O)(c1ccc(OCC)cc1)C(CN1CCOCC1)c1ccccc1 (stereo not given)
    4	-11	-9	0	20	25	-13	-4
- COC(=O)C1=C(C)NC(C)=C(C(=O)OC)C1C(=O)OC1CCCCC1=O (stereo not given)
    12	-7	/	1	-1	/	11&0	-6
- CCCN1C[C@H](C)[C@H](OC)CN(C)C(=O)c2cc(NC(=O)CC(F)(F)F)ccc2OC[C@@H]1C
    -1	-4	-14	/	-4	8	0	-4
- CCOC(=O)c1c(-c2ccccc2Cl)csc1NC(=O)c1cc(S(=O)(=O)N2CCOCC2)ccc1C
    /	/	-7	0	/	1	-2	3
- CCOC(=O)C1CCN(C(=O)c2ccccc2)c2scc(-c3ccccc3)c2C1=O (stereo not given)
    2	14	8	1	-13	-2	/	-8
- Cc1cc(=O)[nH]c(N/N=C/c2c(C)nn(-c3ccccc3)c2Cl)n1
    3	-17	-23	/	-3	-7	6	9
- C/[N+]([O-])=C/c1c(OCc2ccccc2)ccc2ccccc12
    0	-66	-79	-8	-6	-190	-1	7
- CSc1ncnc2c1ncn2CCCN1CCN(c2ccccn2)CC1
    -3	3	6	-3	10	24	3	1
- CCOc1cc(N2CCOCC2)c(OCC)cc1NC(=O)c1ccc2ccccc2n1
    -3	-44	-24	/	0	2	-1	-16
- COc1ccc(S(=O)(=O)Nc2ccc3c(c2)C(=O)N([C@@H](C)CO)C[C@@H](C)[C@H](CN(C)C(=O)Nc2ccc4c(c2)OCO4)O3)cc1
    /	-17	20	/	/	/	-1	-3
- COc1ccc(C2/C(=C(\O)c3ccc4c(c3)OCCO4)C(=O)C(=O)N2CCCN(C)C)c(OC)c1 (stereo not given)
    /	/	/	-1	/	1	6	1
- C[C@H](CO)N1C[C@H](C)[C@H](CN(C)Cc2ccc(C(=O)Nc3ccccc3N)cc2)Oc2c(NC(=O)C3CC3)cccc2C1=O
    0	26	2	3	0	/	-10	/
- COc1ccc(O)c(C(=O)c2cnn(-c3ccccn3)c2)c1
    5	-8	-52	4	-4	-14	12	-2
- CCCCCCCCCCOC(=O)NC1CCS(=O)(=O)C1 (stereo not given)
    1	3	-1	/	5	7	11	-10
- COC(=O)C1CCN(C(=O)CCCOc2ccccc2)CC1
    /	/	/	-1	/	-82	-11	0
- Cc1cc(C(=O)NC2CC(C)(C)Cc3c2cnn3-c2ccccc2C)c(C)o1 (stereo not given)
    -3	/	8	1	1	2	4	-5
- O=[N+]([O-])c1ccc(-n2cnc3ccccc32)c([N+](=O)[O-])c1
    6	7	18	/	1	17	13	1
- Cc1cnccc1CN(C)C(=O)CC1C(=O)NCCN1CC1CCCCC1 (stereo not given)
    1	0	29	/	2	-5	-9	-6
- CCn1cc(C(C)NC(=O)Nc2ccccc2C(=O)OC)c(C)n1 (stereo not given)
    1	1	-15	/	-4	3	-11	1
- CCOC(=O)C1CCN(C(=O)COc2ccc3c(c2)OCO3)CC1
    0	22	2	0	-2	2	/	0
- CCOC(=O)C1CCCN(C(=O)COc2ccc(N(C)S(=O)(=O)c3ccc(C)cc3)cc2)C1 (stereo not given)
    -2	-9	1	3	-4	8	-4	4
- CCCN(C(=O)CCNC(=O)c1ccc(Cl)cc1)c1c(N)n(Cc2ccccc2)c(=O)[nH]c1=O
    5	1	-10	-7	6	-2	/	5
- Cc1cc(C)n2c(NC3CCCC3)c(-c3cc4ccccc4o3)nc2n1
    10	-72	-102	/	-11	-12	/	4
- CC(C)(C)NC(=O)C(c1ccccn1)N(C(=O)C1CSC(=O)C1)c1ccccc1F (stereo not given)
    -4	1	16	3	3	3	16	-8
- O=C(Cn1nc(C(=O)O)c2ccccc2c1=O)c1c[nH]c2ccccc12
    /	1	-26	9	-1	44	7	-2
- O=C(Nc1ccc(F)cc1F)c1cccc(S(=O)(=O)N2CCCCC2)c1
    2	-3	8	-4	0	-1	-14	-12
- O=C(CCc1nc(-c2ccccc2Cl)no1)NC1CCCCC1
    -5	-2	-2	-5	6	-19	/	4
- CC(C)CC(COCc1cccc(C(F)(F)F)c1)N1CCN(C(=O)c2cccc(C(F)(F)F)c2)CCC1=O (stereo not given)
    /	11	-4	-3	-2	30	3	13
- Cc1ccc([C@@H]2C[C@H]3[C@@H](CN2S(=O)(=O)c2ccc(C)cc2)C(=O)C[C@@H](c2ccc(Cl)cc2)N3S(=O)(=O)c2ccccc2C)cc1
    /	24	-11	-5	-2	3	-1	-9
- Cc1ccccc1S(=O)(=O)NC(=O)C1(C)CCN1C(=O)COc1ccc(Cl)cc1 (stereo not given)
    1	9	20	-3	1	-3	5	7
- Cc1csc(NC(=O)CCN2C(=O)c3ccccc3S2(=O)=O)n1
    1	/	-5	-1	6	/	2	/
- CCN1CCN(S(=O)(=O)c2ccc(OC)c3ccccc23)CC1
    1	1	1	4	-4	-19	-22	3
- CC(C)NC(=O)N1CCCCN2[C@H](C1)[C@H](c1ccc(C#CC3CC3)cc1)[C@@H]2CO
    13	-11	-21	-5	0	12	4	/
- CCCCCCSc1cccc(-c2nc3ccccn3c2NCc2ccccc2)c1
    -3&-5	4&11	-26&13	7	4&-8	0&-23	/	-4&-8

Continued:
Each structure is followed by: ERAP1 HTS inh	EWS-Fli block	LGR2 inh	PglD DTNB	S100A4 inh HTS	PAX8 inh HTS	PGC1a acetyl inh	FN deposit inh
- Cc1ccc(SCc2c(C(=O)N/N=C/C3CC=CCC3)nnn2-c2nonc2N)cc1 (stereo not given)
    -3	5	/	/	-6	14	5	-2
- Cc1ccc(S(=O)(=O)N(C)C[C@@H]2Oc3c(NS(=O)(=O)c4ccccc4)cccc3C(=O)N([C@@H](C)CO)C[C@H]2C)cc1
    1	-14	-1	2	-3	/	-7	/
- Cc1oncc1C(=O)Nc1cccc(C#N)c1
    -5	/	2	9	1	5	/	/
- CCOc1ncccc1C(=O)N1CCN(S(=O)(=O)c2cccs2)CC1
    -1	-8	4	5	15	-14	-5	-5
- COC(=O)C1=CO[C@@H](C)[C@H]2CN3CCc4c([nH]c5ccccc45)[C@@H]3C[C@H]12
    -1	-10	/	-1	-3	9	11	8
- Cc1ccc(S(=O)(=O)CC(=O)N2CC(C)OC(C)C2)cc1 (stereo not given)
    1	3	0	0	-4	6	3	/
- COc1ccc(S(=O)(=O)N2CCOCC2)cc1NC(=O)CCc1cc(OC)c(OC)c(OC)c1
    0	1	-7	-4	-1	8	-1	-2
- Cc1ccc(S(=O)(=O)N2C(=O)CCC2C(N)=O)cc1 (stereo not given)
    /	2	8	9	0	7	-10	-1
- CCCCN1C(=O)C(CC(=O)NCc2cccs2)CC(C(=O)N2CCCCCC2)=C1C (stereo not given)
    0	2	11	/	1	7	/	5
- C=CCNc1nc(N)c([N+](=O)[O-])c(Nc2ccccc2OC)n1
    4	-26	-15	-5	3	-5	/	4

Record cards, from the list above.
`CCCCCCCCCCOC(=O)NC1CCS(=O)(=O)C1` (stereo not given) across the screens: ERAP1 HTS inh: 1; EWS-Fli block: 3; LGR2 inh: -1; PglD DTNB: /; S100A4 inh HTS: 5; PAX8 inh HTS: 7; PGC1a acetyl inh: 11; FN deposit inh: -10
`CCOC(=O)C1CCN(C(=O)c2ccccc2)c2scc(-c3ccccc3)c2C1=O` (stereo not given) across the screens: ERAP1 HTS inh: 2; EWS-Fli block: 14; LGR2 inh: 8; PglD DTNB: 1; S100A4 inh HTS: -13; PAX8 inh HTS: -2; PGC1a acetyl inh: /; FN deposit inh: -8
